Compound activity as filed in PubChem.
TbREL1 inh: TbREL1 inhibition, primary screen; P86926; TbREL1 RNA ligation, FRET fluorescence; inhibition, % at 9.66 µM; 89,000 tested, 0.49% active; AID 1117264;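 active = inhibition above the mean inhibition across all screened compounds plus 3 SD, cut at about 11% in these data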;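 note: 0% = plate median of test wells and 100% = NSC42067 control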
Target sequence (P86926 whole entry, looked up): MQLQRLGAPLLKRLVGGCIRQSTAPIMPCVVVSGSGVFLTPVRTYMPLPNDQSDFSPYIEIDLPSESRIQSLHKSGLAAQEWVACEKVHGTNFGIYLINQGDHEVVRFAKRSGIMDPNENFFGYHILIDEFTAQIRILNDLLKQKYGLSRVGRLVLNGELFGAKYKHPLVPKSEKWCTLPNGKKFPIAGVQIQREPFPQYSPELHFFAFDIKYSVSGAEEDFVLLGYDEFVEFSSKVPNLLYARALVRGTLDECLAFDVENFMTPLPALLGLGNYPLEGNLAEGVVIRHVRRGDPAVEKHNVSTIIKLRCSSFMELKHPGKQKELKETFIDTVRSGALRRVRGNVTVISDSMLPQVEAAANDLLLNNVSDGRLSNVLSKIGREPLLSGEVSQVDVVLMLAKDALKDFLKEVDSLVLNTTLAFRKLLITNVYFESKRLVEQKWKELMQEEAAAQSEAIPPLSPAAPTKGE
Active calls of the source: *.

SMILES	TbREL1 inh
Cc1cc(C)n(-c2cc(-c3ccccc3)nc(C)n2)n1	1
CNc1nc(SC)nc(N(C#N)CC(=O)OC)n1	2
O=C(Nc1ccccc1)c1cnc2n(c1=O)CCS2	1
CCN(CC(=O)Nc1ccc(NC(C)=O)cc1)C(=O)COc1ccc(C(=O)c2ccccc2)cc1	-2
CCOc1ccccc1N1CCN(C(=O)CC(C)(C)C)CC1	1
CC(C)[C@H](NC(=O)c1ccccc1)C(=O)OCC(=O)NCc1ccc(F)cc1	-2
C[C@@H]1CN([C@H](C)CO)C(=O)c2cc(NC(=O)Cc3cn(C)c4ccccc34)ccc2O[C@H]1CN(C)S(=O)(=O)c1ccc(F)cc1	3
Cc1c(NC(=O)Nc2cccc(F)c2)c(=O)n(-c2ccccc2)n1C	-1
CCCNC(=O)NCCc1c(C)[nH]c2ccccc12	0
Cc1cccc(NC(=O)NCc2ccc3[nH]c(C)cc3c2)c1	-3
O=C(c1cccc(S(=O)(=O)Nc2ccccc2Cl)c1)N1CCCCCC1	1
C=CCOc1ccc(C2NC(=O)NC(C)=C2C(=O)OC)cc1 (stereo not drawn)	2
O=C1/C(=C/c2ccco2)Oc2c1ccc(O)c2CN1CCCCC1	7
CCCCN(C)C(=O)C1CCN(Cc2cccc(OCc3ccccc3)c2)CC1	-3
CC1CC(C)CN(C(=O)CSc2nc3ccsc3c(=O)n2Cc2ccccn2)C1 (stereo not drawn)	-1
CSc1ccc(S(=O)(=O)N2CCC(C(=O)Nc3ccccc3C(F)(F)F)CC2)cc1	-4
O=C(CN1CCN(Cc2ccccc2)CC1)N/N=C\c1c2ccccc2cc2ccccc12	-2
Nc1nc(N)c(Cc2ccc(Cl)cc2Cl)c(N)n1	2
Cc1ccc(Nc2cccc(C(F)(F)F)c2)nn1	0
Cc1ccnc(NC(=O)CCC(=O)N(CC(=O)NC2CCCCC2)Cc2cccs2)c1	7
COC(=O)c1[nH]c2ccc(F)cc2c1NC(=O)CCN1CCN(Cc2ccc3c(c2)OCO3)CC1	-6
CC(=C1C(=O)c2ccccc2C1=O)N1CCC(C(N)=O)(N2CCCCC2)CC1	0
COc1cc2cc(CCOC(=O)c3ccc(F)cc3)oc(=O)c2cc1OC	0
CCOc1ccc(S(=O)(=O)NCc2ccccc2Cl)cc1C(N)=O	-1
CC(C)(C)[C@@H]1CCC(=O)N(CC[C@H](N=[N+]=[N-])c2ccccc2)CC1	-4
C=CCn1c(SCC(=O)Nc2ccccc2C)nc2sc(C)c(C)c2c1=O	-3
Oc1cccc(/C=N/N2CCN(c3ccccn3)CC2)c1	-1
CN(C)S(=O)(=O)n1cc(/C=C(\NC(=O)c2ccccc2F)C(=O)N2CCCC2)c2ccccc21	-2
CCOC(=O)c1[nH]c(C)c(/C(O)=C2\C(=O)C(=O)N(CCCN3CCOCC3)C2c2cccnc2)c1C (stereo not drawn)	0
O=C1C(Cl)=C(N2CCOCC2)C(=O)N1c1cccc(Cl)c1	-1

Taken from above.
In TbREL1 inh, CC(C)[C@H](NC(=O)c1ccccc1)C(=O)OCC(=O)NCc1ccc(F)cc1 is entered as -2
In TbREL1 inh, CC1CC(C)CN(C(=O)CSc2nc3ccsc3c(=O)n2Cc2ccccn2)C1 (stereo not drawn) is entered as -1

Later entries
SMILES	TbREL1 inh
CCOc1ccc(C2CC(c3ccccc3C)n3nc(N)nc3N2)cc1 (stereo not drawn)	-6
NS(=O)(=O)c1ccc(NC(=O)COC(=O)/C(=C/c2cccs2)c2cccs2)cc1	0
COc1ccc(NC(=O)C2CCCN2C(=O)NC2CCCCC2)cc1OC (stereo not drawn)	0
O=[N+]([O-])c1ccc(-c2cn(-c3ccccc3)c(=S)[nH]2)cc1	-2
C[C@H]1[C@@H](OC(=O)Nc2cc(Cl)ccc2Cl)CC[C@@]23CCCN2C(=O)CCC[C@@H]13	-3
CC1(C)CC2CC(C)(CN2C(=O)c2cc(-c3ccccc3)on2)C1 (stereo not drawn)	6
COc1ccc(C2CC(C(F)(F)F)n3nc(C(=O)Nc4ccc5c(c4)OCO5)cc3N2)cc1 (stereo not drawn)	-3
COc1ccc(C)cc1N1CC(C(=O)Nc2ccccc2N2CCCCC2)CC1=O (stereo not drawn)	-3
O=C(Nc1ccccc1)N1CCC(C(=O)N2CCN(Cc3ccccc3)CC2)CC1	-2
CCC(C)NC(=O)C1CC(c2cccc(OC)c2)=NO1 (stereo not drawn)	4
CCCCNC(=O)c1ccc(CS(=O)(=O)c2cccc(C(F)(F)F)c2)o1	-1
CCCC[C@H](C(=O)N(C)c1ccccc1)[C@@H](O)c1ccc(C(C)=O)cc1	-5
Cc1cccc(OCc2nnc(SCC(=O)NCC3CCCO3)n2C)c1 (stereo not drawn)	-3
Cc1onc(-c2ccccc2)c1C(=O)NC(C)C	-1
CC1CCCCN1CCCNC(=O)Cn1c(=O)c2cccn2c2ccccc21 (stereo not drawn)	-1
CSC1=NCCN1C(=O)C(C)(C)Oc1ccc(Cl)cc1	5
O=C(NCc1ccccn1)C(=O)NCC1OCCN1S(=O)(=O)c1ccc(Br)cc1 (stereo not drawn)	6
O=C(NCC(c1ccco1)N1CCCC1)c1ccc(Cl)cc1 (stereo not drawn)	-5
CCOc1ccc(OCC(=O)Nc2cc3c(cc2C(=O)O)OCCCO3)cc1	0
Cc1ccc(N2C(=O)CC(NNc3nc4ccccc4s3)C2=O)cc1 (stereo not drawn)	0
COc1ccc(CCNC(=O)Cc2ccc(Cl)cc2)cc1OC	-2
CCCC(=O)Nc1ccc(C(=O)COC(=O)C2CC2C)cc1 (stereo not drawn)	-2
CC(=O)c1cccc(-c2cnc3c(NC=O)cc(-c4ccc(F)cc4)cn23)c1	-1
CNC(=O)C[C@@H]1CC[C@@H]2[C@H](COc3ccc(NC(=O)c4cccc(F)c4)cc3C(=O)N2C)O1	1
COc1ccc(C(c2nnnn2-c2ccc3c(c2)OCCO3)N2CCN(C/C=C/c3ccccc3)CC2)cc1 (stereo not drawn)	2
Cc1sc(NC(=O)c2ccco2)c(CN2CCN(c3ccccc3)CC2)c1C	-4
CCOC(=O)c1c(C)nc2ncccn12	1
Cc1ccc(N(Cc2cc(=O)[nH]c3ccccc23)C(=O)c2ccco2)cc1	-1
CCOc1ccc(N(CC(=O)Nc2cc(Cl)ccc2C)S(C)(=O)=O)cc1	-1
COc1ccc(C(=O)NCc2nc(C)c(C)s2)cc1OC1CCN(C(C)C)CC1	1
COn1cnnc1-c1ccccc1	-3
O=C(c1ccccc1)c1nn(-c2ccccc2)c(=O)cc1C(F)(F)F	9
CCCc1cc(=O)[nH]c(SCC(=O)c2cc(C)n(C(C)COC)c2C)n1 (stereo not drawn)	-7
Cc1cc2ccccn2c1C(=O)c1ccc(Cl)c([N+](=O)[O-])c1	1
CCCCCCCCN1C(=O)[C@H](CC(=O)NCC2CCCCC2)C[C@@]2(C(=O)OCC)CCCC=C12	-1
CC(CNC(=O)c1ccc(OC2CCN(Cc3ccccn3)CC2)cc1)c1ccccc1 (stereo not drawn)	-4
COc1cccc(OCc2nc3ccccc3[nH]2)c1	2
O=C(Nc1ccc(-c2cn3ccsc3n2)cc1)C1COc2ccccc2O1 (stereo not drawn)	-5
O=C(COC(=O)c1ccccc1Cl)NC1CCCCCC1	0
CC1=C(C(=O)O)N2C(=O)C(NC(=O)c3nn(C)cc3[N+](=O)[O-])C2SC1 (stereo not drawn)	-1
CC(C)(C)OC(=O)[C@H](Cc1ccccc1)NC(=O)c1nc[nH]c1C(=O)N1CCN(c2ccccc2)CC1	-3
Brc1c(-c2ccc3c(c2)OCO3)nc2ncccn12	1
NNC(=O)c1cccc(S(=O)(=O)Nc2cccc(C(F)(F)F)c2)c1	7
O=[N+]([O-])c1cccc(OCc2cn3cccnc3n2)c1	2
O=C(O)c1cc(N2C(=O)C=CC2=O)cc(N2C(=O)C=CC2=O)c1	85*
O=C(CSc1nnc(-c2ccccc2Cl)n1Cc1ccco1)Nc1ccc2c(c1)OCCO2	-5
O=C(Cn1c(=O)oc2ccccc21)Nc1ccc(S(=O)(=O)N2CCCCC2)cc1	0
O=C(COc1ccc(-n2cnnn2)cc1)NC1CCCCC1	0
CSc1ccccc1NC(=O)CN(C)CC(=O)Nc1ccccc1F	12*
COC(=O)c1ccc(C(=O)OC)c(NC(=O)COC(=O)C2CC2C)c1 (stereo not drawn)	-2

Further structures follow.
Structure | TbREL1 inh
O=C(c1cccc(C(F)(F)F)c1)N1CCC(O)(CS(=O)(=O)Cc2ccccc2Cl)CC1 | -3
N#Cc1ccc(Oc2cccnc2)cc1C#N | 0
CC(=O)Nc1ccc(NC(=O)C2CC(=O)Nc3nc4ccccc4n32)cc1 (stereo not drawn) | -3
Cc1sccc1/C=N/NC(=O)c1ccco1 | 2
CN1CCN(c2ncnc3c2cnn3-c2ccc(Cl)cc2)CC1 | 0
COc1ccc(-c2ccc3c(c2)[C@@H]2C[C@H](N(C)C(=O)C(C)(C)C)[C@H]([C@H](C)O)C(=O)N2CC3)cc1 | -3
COc1ccc(Nc2ccc(N3C(=O)CCC3=O)cc2[N+](=O)[O-])cn1 | 1
CN(C)c1cccc(C(=O)N/N=C/c2ccsc2)c1 | -1

Five of the entries above in order of the TbREL1 inh value, rising.
Structure | TbREL1 inh
O=C(c1cccc(C(F)(F)F)c1)N1CCC(O)(CS(=O)(=O)Cc2ccccc2Cl)CC1 | -3
CN(C)c1cccc(C(=O)N/N=C/c2ccsc2)c1 | -1
N#Cc1ccc(Oc2cccnc2)cc1C#N | 0
COc1ccc(Nc2ccc(N3C(=O)CCC3=O)cc2[N+](=O)[O-])cn1 | 1
Cc1sccc1/C=N/NC(=O)c1ccco1 | 2

Marked active in TbREL1 inh, among the entries above:
Structure | TbREL1 inh
O=C(O)c1cc(N2C(=O)C=CC2=O)cc(N2C(=O)C=CC2=O)c1 | 85*
CSc1ccccc1NC(=O)CN(C)CC(=O)Nc1ccccc1F | 12*

Continued:
Structure | TbREL1 inh
O=C(NC1CCCC1)C1CCCN1S(=O)(=O)c1cccc2cccnc12 (stereo not drawn) | 3
O=C(Nc1cc(Cl)ccc1N1CCOCC1)c1cnccn1 | -1
CC(CC(=O)N(CCC1=CCCCC1)c1c(N)n(Cc2ccccc2)c(=O)[nH]c1=O)c1ccccc1 (stereo not drawn) | -3
Cc1ccc(-c2cn(-c3ccccc3)c(SCC(N)=O)n2)cc1C | 0
CCCCNC(=O)C[C@@H]1C[C@]2(C(=O)OCC)CCC3=C2N(CCC3)C1=O | -2
O=C(O)C1CSC(c2ccc3c(c2)OCO3)N1 (stereo not drawn) | 0
CC(CSc1nnnn1-c1ccccc1)Cn1c(N2CCCC2)nc2c1c(=O)[nH]c(=O)n2C (stereo not drawn) | -2
CC(O)(c1cccnc1)c1nc(-c2ccc(F)c(Cl)c2)cs1 (stereo not drawn) | 2
CCCCNc1c(-c2ccc(SC3CCCCC3)cc2)nc2cnccn12 | -1
CCC(C)Cn1c(O)cc2nn(-c3nc4ccccc4s3)c(=O)c-2c1C (stereo not drawn) | 1
COc1ccc(C(=O)CN2C(=O)NC(C)(c3ccccc3)C2=O)cc1OC (stereo not drawn) | -4
CCOc1ccc(N(CC(=O)NCc2cccnc2)S(=O)(=O)c2ccc(F)cc2)cc1 | 2
O=C(CCCN1C(=O)c2cccc3cccc(c23)C1=O)N1CCN(c2ccccc2O)CC1 | -3
COc1ccc(C(=O)c2cnc(/N=C/N(C)C)s2)cc1 | -1
COc1ccc(S(=O)(=O)N2CCN(CC(=O)Nc3sccc3C(N)=O)CC2)cc1OC | 0
CCOc1ccccc1-n1c(COc2ccc(C)cc2)nnc1SCC(N)=O | 5
CN1CCC(=NNC(=O)C(=O)NC2CCCC2)CC1 | 1
Cc1nnc(SCC(=O)N(C)C2CCCCC2)s1 | 2
O=C(NCc1ccc(N2CCCC2=O)cc1)c1cn(CCc2ccccc2)nn1 | -1
COc1cccc(N2CCN(CC(=O)NCc3ccc(Cl)cc3)CC2)c1 | -5
CCC(=O)N1CCN(c2ccc(NC(=S)NC(=O)COc3ccccc3)cc2)CC1 | -3
CN(C(=O)c1cc2c(s1)-c1ccccc1S(=O)(=O)C2)c1ccccc1 | -1
O=C(O)CCc1c(C(=O)O)[nH]c2ccccc12 | -2
O=C1c2ccccc2C(c2nnnn2-c2ccc3c(c2)OCCO3)N1CCc1ccccc1F (stereo not drawn) | -2
CCCCN(C(=O)c1ccc2c(c1)OCO2)c1c(N)n(CC(C)C)c(=O)[nH]c1=O | 4
CCCC(=O)Nc1nn(CCC)c2nc3ccccc3cc12 | 0
Oc1ccc(Cl)cc1CNCC1CCCCC1 | 3
C=CCOc1cccc(C2C(C(=O)c3ccc(C)o3)=C(O)C(=O)N2CCN(C)C)c1 (stereo not drawn) | -2
C[C@H]1[C@@H](NC(=O)c2cccc(N(C)C)c2)CC[C@@]23CCCN2C(=O)CCC[C@@H]13 | -10
CCOC(=O)c1sc(NC(=O)COC(=O)Cn2cnc3ccccc32)c(C(=O)OCC)c1C | 0
COCc1cc(C)nc(SCC(=O)Oc2ccc(Cl)cc2)c1C#N | 0
Cn1c(=O)c2c(nc(NCc3ccco3)n2CCc2ccccc2)n(C)c1=O | -3

Two entries from above, field by field:
Compound: CSc1ccc(S(=O)(=O)N2CCC(C(=O)Nc3ccccc3C(F)(F)F)CC2)cc1
- TbREL1 inh: -4
Compound: O=C(CN1CCN(Cc2ccccc2)CC1)N/N=C\c1c2ccccc2cc2ccccc12
- TbREL1 inh: -2

The list goes on:
Structure | TbREL1 inh
CC(=O)c1cccc(NC(=O)CSc2ccc(-c3ccccn3)nn2)c1 | 2
C[C@H](CO)N1C[C@H](C)[C@@H](CN(C)S(=O)(=O)c2ccc(F)cc2)Oc2c(NC(=O)CCC(F)(F)F)cccc2C1=O | -1
COc1cc2c(cc1OC)CN(C(=O)c1cccc(S(=O)(=O)N(C)C)c1)CC2 | -2
COc1ccccc1NC(=O)CSc1nnnn1C1CCCCC1 | -1
Cc1cc(C)nc(N2CCC(C(=O)N(C)CCc3ccccn3)CC2)n1 | -1
O=C(CSc1ncccn1)NCc1ccc(F)cc1 | -2
O=C(CN1C(=O)c2ccccc2C1=O)N1CCN(S(=O)(=O)c2ccccc2)CC1 | -3
COCCNC(=O)CN(C(=O)Cn1nnc2ccccc21)c1ccccc1 | 3

Not all compounds are listed. The share of hits here may be higher or lower than overall.
